# Assay outcomes: PubChem BioAssay, National Center for Advancing Translational Sciences (NCATS)
# USP2a block: blocks human ubiquitin-specific protease USP2a | USP2 core, Ub-CHOP2 coupled fluorogenic reporter, 485/531 | Potency, µM (top dose mostly 38.3 µM), for the others: top-dose activity change, negative = inhibition, actives largely listed as inhibitors | 0.01% of 330,000 active;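 further: potency means the concentration at half of the fitted maximal effect; plate controls were DMSO wells for no effect and full inhibition by NEM control for full effect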
#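 USP2 core (10nM final) preincubated 30min RT with compound in 20mM Tris-HCl pH 8.0, 2mM CaCl2, 2mM beta-mercaptoethanol, 0.05% CHAPS; 25nM Ub-CHOP2 plus 25nM reporter substrate added, fluorescence (Ex485/Em531) read after 60min.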
# GALK inh: inhibitors of human galactokinase; Purified GALK, Kinase-Glo residual ATP luminescence; Potency, µM (doses to about 57.5 µM), for inactives: at the highest dose activity change, negative = inhibition, hits mostly inhibitors; 0.007% of 270,000 active; AID 1868; further: potency means the concentration at half of the fitted maximal effect; on the % scale 0 is the no-effect control and ±100 the full control effect
#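 Kinase-Glo Plus luminescence measured ATP left after a 1 h room-temperature reaction. The reaction used 5 nM GALK, 100 uM galactose and 35 uM ATP at pH 8.0 (20 mM HEPES, 5 mM MgCl2, 60 mM NaCl, 1 mM DTT, 0.01% BSA).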
# PKM2 activator: PKM2 (human) enzyme activation. Potency, µM (series often up to 57.5 µM), inactives show top-dose activation, hits mostly activators. 0.34% of 260,000 active. AID 1631. purified PKM2, Kinase-Glo ATP luminescence, activation; response scale: 0% is enzyme alone, no compound; further: potency means the concentration at half of the fitted maximal effect; on the % scale 0 is the no-effect control and ±100 the full control effect; nearly all actives have a fitted effect of over 55% in size
#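 Purified hPK-M2 (>95%) run at intermediate activity with 0.1 mM ADP and 0.5 mM PEP in 50 mM imidazole pH 7.2, KCl, MgCl2; 1 h room temperature. ATP formed read by Kinase-Glo luminescence; normalized to uninhibited and no-enzyme controls.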
# TRPV1 agonist: human TRPV1 agonism; activation, % at 8.33 µM; TRPV1-expressing cells, Fluo-8 calcium influx, agonist mode; 0.19% of 320,000 active; Q8NER1; in the data active means activation above about 80%; inconclusive means between about 30% and that limit; further: 0% is about no effect
#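 Cells expressing TRPV1 were dye-loaded with Fluo-8 and read kinetically: 10 s baseline, 3 min after compound (agonist portion), then 2 min after EC20 capsaicin (allosteric enhancer portion). Calcium-bound dye fluorescence at 480/520 nm.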
# Giardia kill: kills Giardia lamblia. Giardia lamblia trophozoite viability. activity change, % at 7.66 µM, hits read low. 0.15% of 340,000 active; in the data active means activity change below about -80%; inconclusive means between about -30% and that limit;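 further: parasites exposed to compound for two days anaerobically before the ATP read; on the % scale 0 is the no-effect control and ±100 the full control effect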
#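 Compounds were tested on trophozoites seeded at 100 cells/well and held 48 hrs at 37 deg C anaerobically. An ATP-based luminescent kit measured the remaining live cells.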
# Menin-MLL TR inh: menin-MLL binding inhibition, Texas Red mutant peptide. O00255. Menin + Texas Red MLL mutant peptide, fluorescence polarization. Potency, µM (highest dose often 61.6 µM), without a hit: top-dose FP activity change, negative = inhibition, most hits filed as inhibitors. 0.23% of 270,000 active. AID 1768; active means well fitted inhibition curve with a large enough effect in the polarisation, with a control signal flat, not every such curve was filed as active; inconclusive means small, poorly fitted or top-dose-only effect, or effect the other way, or a change in a side signal; inactive means no such curve, though single readings can be large or run the other way; the % refers to the polarisation; further: potency means the concentration at half of the fitted maximal effect; % of control where 0% means no effect; many of its hits are not listed in these tables
# Target sequence (O00255 whole entry, looked up): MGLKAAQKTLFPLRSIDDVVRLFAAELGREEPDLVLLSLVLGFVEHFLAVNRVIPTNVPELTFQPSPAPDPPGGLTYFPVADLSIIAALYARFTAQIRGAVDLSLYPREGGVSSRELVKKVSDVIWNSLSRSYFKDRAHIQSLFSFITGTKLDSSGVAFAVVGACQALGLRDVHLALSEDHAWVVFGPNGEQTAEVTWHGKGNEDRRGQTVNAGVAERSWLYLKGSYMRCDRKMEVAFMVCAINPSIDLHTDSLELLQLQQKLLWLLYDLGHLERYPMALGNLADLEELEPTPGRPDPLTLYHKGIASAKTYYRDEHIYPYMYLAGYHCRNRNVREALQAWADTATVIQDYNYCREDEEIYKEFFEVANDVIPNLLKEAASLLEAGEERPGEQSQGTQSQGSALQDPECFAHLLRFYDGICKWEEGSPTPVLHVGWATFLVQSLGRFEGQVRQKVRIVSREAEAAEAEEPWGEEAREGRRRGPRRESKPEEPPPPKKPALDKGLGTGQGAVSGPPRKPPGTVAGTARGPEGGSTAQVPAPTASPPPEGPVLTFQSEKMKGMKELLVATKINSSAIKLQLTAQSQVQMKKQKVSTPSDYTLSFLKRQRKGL
# B2AR arrestin: recruits beta-arrestin to the human beta2-adrenergic receptor | 0.02% of 330,000 active | beta-arrestin recruitment to beta2AR, cell-based reporter | Potency, µM (series often up to 46.1 µM), without a hit: top-dose activation, most hits filed as activators | P07550;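 further: potency means the concentration at half of the fitted maximal effect; 0% = DMSO controls and full agonism = EC100 isoproterenol or metaproterenol; nearly all actives have a fitted effect of over 65% in size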
# Target sequence (P07550 whole entry, looked up): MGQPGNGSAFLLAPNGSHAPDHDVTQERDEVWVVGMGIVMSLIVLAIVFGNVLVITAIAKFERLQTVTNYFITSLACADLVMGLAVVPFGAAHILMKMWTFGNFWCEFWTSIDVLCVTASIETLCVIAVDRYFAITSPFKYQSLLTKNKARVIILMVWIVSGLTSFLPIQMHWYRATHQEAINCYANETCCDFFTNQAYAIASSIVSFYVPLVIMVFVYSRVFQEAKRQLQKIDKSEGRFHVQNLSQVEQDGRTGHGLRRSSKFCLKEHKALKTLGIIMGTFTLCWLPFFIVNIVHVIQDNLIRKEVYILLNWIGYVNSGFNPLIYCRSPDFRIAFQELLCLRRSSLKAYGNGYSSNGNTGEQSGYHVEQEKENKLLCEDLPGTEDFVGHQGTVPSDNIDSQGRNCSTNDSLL
# Coupling enz: inhibits coupling enzyme system, counter-screen for aldolase hits | coupling enzyme system counterscreen, AmpLite Red fluorescence | activity change, negative = inhibition, % at 58.2 µM, hits read low | 0.67% of 290,000 active | AID 2472; in the data active means activity change below about -30%; further: on the % scale 0 is the no-effect control and ±100 the full control effect
#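 First, compound is pin-transferred into glyceraldehyde-3-phosphate coupling-enzyme reagent at 57.5 uM final and held 10 min at RT. Next, substrate, coupling system and AmpLite Red are added. After 20 min RT, fluorescence (525/598 nm) is read.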
# MLL CXXC-DNA inh: MLL CXXC-DNA interaction inhibition | Q03164 | MLL-CXXC / FITC-HOXA9 DNA fluorescence polarization | Potency, µM (doses to about 115 µM), inactives show at the top dose activity change, negative = inhibition, usual class: inhibitors | 0.037% of 290,000 active | AID 2662; active means well fitted inhibition curve with a large enough effect in the polarisation, with a control signal flat, not every such curve was filed as active; inconclusive means small, poorly fitted or top-dose-only effect, or effect the other way, or a change in a side signal; inactive means no such curve, though single readings can be large or run the other way; the % refers to the polarisation; further: potency means the concentration at half of the fitted maximal effect
#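 Steps: dispense CXXC domain solution (7 uM) → pin compounds or unlabeled HOX-A9 DNA control → 5 min ambient → add FLSN-HOX-A9 solution (50 nM) → spin → 30 min ambient → fluorescence polarization. Tris pH 7.5/NaCl/DTT/BSA buffer.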
# KCNH2 3.1 inh: inhibitors of human KCNH2 3.1 potassium channel isoform; U2OS KCNH2 3.1, thallium flux FluxOr; stronger effect = lower value; activity change, % (tested at about 1.8 µM); 0.95% of 340,000 active; AID 720553;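 active means maximum activity change below -70%; inconclusive means maximum activity change from -70% to -50%; inactive means maximum activity change above -50%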;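 further: thallium influx rate constant from kinetic fluorescence after stimulation buffer; on the % scale 0 is the no-effect control and ±100 the full control effect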
#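 We transduce U2OS cells with the mutant 3.1 virus, culture them overnight, load FluxOr with Red40 quencher for 45 min, then add stimulation buffer and read kinetically for 2 min to derive a normalized rate constant.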
# hERG WT inh: blocks the wildtype human KCNH2 potassium channel. activity change, % at 1.84 µM. 0.37% of 340,000 active. Q12809. U2OS, BacMam KCNH2, thallium flux FluxOr; stronger effect = lower value;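 active means maximum activity change below -70%; inconclusive means maximum activity change between -70% and -50%; inactive means maximum activity change above -50%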; further: on the % scale 0 is the no-effect control and ±100 the full control effect
#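 U2OS cells were transduced with wild-type KCNH2 virus (2.03 x 10^8 / mL) for 4 h at room temperature, then cultured overnight at 37 C. Thallium flux was read with FluxOr dye. Rate constants were normalized to DMSO controls.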
# Numbers without * were called inactive; ? = inconclusive; · = not tested or not shown; [ ] = remark or other dose. Unless noted, the call rests on the fitted dose curve; in most records, active means well fitted curve in the direction sought with a large enough effect; inconclusive means small, poorly fitted or top-dose-only effect, or another doubt; inactive means no such curve, though single readings can be large; an effect the other way counts as inactive or inconclusive. Only part of the results is shown; the hit share may differ from the screen's.
SMILES,USP2a block,GALK inh,PKM2 activator,TRPV1 agonist,Giardia kill,Menin-MLL TR inh,B2AR arrestin,Coupling enz,MLL CXXC-DNA inh,KCNH2 3.1 inh,hERG WT inh
CCCN1C(=O)/C(=N\OCC(=O)NC23CC4CC(CC(C4)C2)C3)c2ccccc21,0%,1%,-2%,27,2,-8%,-0.2%,5,3%,-4,-2
Cc1ccc(C)c(C(C)NC(=O)Cc2cccs2)c1 (stereo not given),1%,0%,-2%,16,11,2%,-0.9%,0,?,-5,0
CCN1CCN(c2cc(C)c3cc(NC(=S)NCCCOC)ccc3n2)CC1,3%,2%,·,3,7,3%,-0.3%,0,-2%,4,9
O=C1N(Cc2cccc(Cl)c2)C[C@@H]2C[C@@H](c3cccc4ncccc34)N3CCC[C@@]123,0%,0%,-2%,9,11,-5%,-0.7%,3,-9%,-10,5
COc1ccc(NS(=O)(=O)c2cc(NC(=O)c3cccs3)ccc2N2CCOCC2)cc1,0%,-1%,-2%,?,-7,-9%,0.4%,-1,6%,-13,-4
CCCCS(=O)Cc1ccccc1 (stereo not given),4%,-4%,1%,-3,-4,·,-0.1%,0,-2%,-15,3
COc1ccccc1-c1coc2c(CN3CCN(C)CC3)c(O)ccc2c1=O,-1%,0%,-3%,-1,7,-4%,-0.1%,1,2%,1,14
CCOC(=O)C(=O)N(CC)C1CCS(=O)(=O)C1 (stereo not given),2%,2%,3%,1,3,·,-0.9%,-1,-8%,-2,-1
COc1ccc(NC(=O)CSc2nnc(C)n2C2CCCCC2)cc1,-1%,19%,1%,-1,-8,-6%,-0.5%,0,-6%,-16,1
O=C(CSc1ncc(-c2ccccc2)n1C1CCCC1)N1CCc2ccccc21,2%,2%,-2%,?,0,-23%,-0.6%,0,-3%,-13,4
COc1ccc(C2C(C(=O)NCc3ccccn3)c3cc(OC)c(OC)cc3C(=O)N2C)cc1 (stereo not given),3%,-4%,-1%,3,16,2%,-0.1%,1,1%,9,-8
Cc1cccc(NS(=O)(=O)c2ccc3c(c2)NC(=O)CC(=O)N3)c1,1%,-1%,10%,0,-7,3%,-0.2%,1,5%,-3,·
Cc1[nH]c2ccccc2c1/C=N\NC(=O)CNc1ccc2c(c1)OCO2,-5%,·,-10%,-1,-6,?,-2.0%,-2,5%,-4,6
O=C(CN1CCN(C2CCCCC2)CC1)c1c[nH]c2ccccc12,0%,·,4%,14,11,?,0.1%,0,1%,4,36
CCc1c(C)nc2ncnn2c1N1CCC(C(=O)NCc2cccc(OC)c2)CC1,1%,0%,0%,-2,-5,3%,-0.2%,-1,0%,-7,31
CCc1nnc(NS(=O)(=O)c2ccc(Nc3ccc([N+](=O)[O-])c4nonc34)cc2)s1,-7%,2%,-26%,1,4,?,-0.9%,0,13%,-7,3
NC(=O)CC(NC(=O)Cc1ccc(Br)cc1)c1ccc(NCCc2ccccc2F)c([N+](=O)[O-])c1 (stereo not given),3%,0%,1.6µM*,5,41[activator],·,-0.1%,-2,-1%,-23,5
O=S(=O)(CCc1nc2ccccc2o1)c1ccc(Cl)cc1,2%,-2%,5%,1,0,20%,-0.1%,-1,0%,2,3
O=C(Nc1cnc2sccn2c1=O)c1ccccc1Cl,2%,9%,-4%,-1,-6,?,-0.9%,0,4%,-14,-4
CCOc1ccc(NC(=O)CN(C)C(=O)c2cc(C)on2)cc1OCC,-1%,·,·,-2,16,·,0.0%,·,·,3,-9
Cc1c(OC(C(=O)O)c2ccccc2)ccc2c3c(c(=O)oc12)CCC3 (stereo not given),-2%,-2%,·,4,-24,7%,-0.5%,0,-3%,4,-4
O=C(COc1coc(CN2CCCc3ccccc32)cc1=O)Nc1ccc([N+](=O)[O-])cc1,-2%,·,·,-1,3,·,0.2%,·,·,-10,-6
Cc1cc(N2CCCC2)c(C)cc1C=O,0%,2%,-1%,3,-17,-12%,-0.2%,2,-2%,15,-5
CCn1ccc(C(=O)Nc2ccc3c(c2)CCC3)n1,-1%,-1%,·,?,-16,·,-0.9%,·,1%,19,-21
COC(=O)c1cn(NC(=O)c2ccc(OC)c([N+](=O)[O-])c2)c(=O)c2ccccc12,4%,-2%,3%,25,-23,?,-0.9%,6,20%,1,6
CC(C)(C)NC(=O)NC(=O)COC(=O)COc1ccc(Cl)cc1Cl,-2%,10%,2%,3,-13,-7%,0.1%,0,-12%,-19,-1
O=C(c1ccccc1)N1CCCCC(Sc2nnc3ccccn23)C1=O (stereo not given),0%,10%,3%,0,-7,-13%,0.3%,1,5%,7,-4
Cc1ccc(CNC(=O)CN(C)S(=O)(=O)c2cnc[nH]2)cc1,4%,·,0%,-3,-6,7%,-1.9%,1,-3%,12,21
O=S(=O)(Nc1ccccc1Br)c1cccs1,3%,-1%,·,-5,24,11%,-0.1%,-4,24%,8,1
O=C(Nc1ccccc1C(=O)NCCN1CCOCC1)c1cccc([N+](=O)[O-])c1,0%,-5%,2%,0,-3,20%,0.2%,-2,4%,-14,12
CN1CCN(c2ccccc2NC(=O)c2c(F)cccc2F)CC1,5%,0%,-1%,1,-11,-15%,-0.2%,1,8%,8,18
O=C(c1ccc(F)c(S(=O)(=O)N2CCOCC2)c1)N1CCN(c2ccc(F)cc2)CC1,-5%,·,·,2,-1,·,0.0%,·,·,1,5
COc1ccc(C(C(=O)NC2CCCC2)N(Cc2cccnc2)C(=O)Cc2cccs2)cc1OC (stereo not given),1%,16%,3%,3,-4,-12%,0.1%,0,-7%,-7,0
O=C(Nc1ccc(Oc2ccccc2)cc1)C1CCN(c2ncccn2)CC1,2%,1%,0%,0,3,3%,-1.6%,0,1%,1,1
CCCCc1nnc(NC(=O)CCS(=O)(=O)Cc2ccccc2)s1,-2%,0%,2%,2,-9,·,-0.6%,·,2%,7,-3
CCOC(=O)CSc1nc(C)cc(Oc2ccc(=O)n(C)n2)n1,2%,·,6%,3,3,-1%,-0.8%,2,1%,4,3
COc1cc2cc(CCO)oc(=O)c2cc1OC,2%,·,·,·,-4,·,2.5%,·,·,19,-31
CCCC(C)C(=O)NCc1ccccc1OC (stereo not given),-8%,6%,-3%,2,-5,3%,0.3%,2,3%,-3,-6
Nc1nc2ccccc2n1/N=C/c1ccc(-c2ccccc2)o1,5%,-2%,0%,26,-28,15%,-0.1%,-14,19%,-87*,1
Cc1ccc(S(=O)(=O)N2CCOCC2)cc1NC(=O)CSc1nc2ccccc2c(=O)n1Cc1ccccc1,0%,1%,?,5,-4,-2%,0.5%,-1,14%,?,-20
CC(=O)NCCc1cc2ccc(C)c(C)c2[nH]c1=O,2%,1%,-1%,-3,12,7%,-0.1%,0,14%,-7,-2
CCSC1=N/C(=C\c2ccc3c(c2)OCO3)C(=O)S1,9%,1%,2%,-1,-21,?,-0.5%,4,-5%,-5,4
O=C1N=C(N2CCCC2)S/C1=C\c1cn[nH]c1-c1ccccc1,4%,0%,-3%,-2,·,26%,0.0%,2,9%,·,·
COc1ccc(NC(=S)NC(=O)c2ccccc2)cn1,0%,7%,-5%,15,-11,-3%,0.0%,0,-10%,-8,16
COc1ccc(Cl)cc1C(=O)NNC(=O)c1[nH]c(C)c(C(C)=O)c1C,0%,·,·,·,2,·,-0.4%,·,·,0,10
O=C(NC12CC3CC(CC(C3)C1)C2)C1CC(=O)N(c2ccc(Br)cc2)C1 (stereo not given),-1%,4%,3%,10,2,13%,-1.5%,0,-16%,-9,0
Cc1ccc(C)c(CSC2=NCCN2S(=O)(=O)c2ccccc2)c1,-8%,6%,0%,6,-2,45%[activator],-1.0%,-13,?,-14,-12
O=C(c1ccc(Cl)c(Cl)c1)N1CCN(Cc2ccc3c(c2)OCO3)CC1,3%,1%,5%,?,0,?,0.1%,-3,3%,-14,-9
O=C(Cc1ccc(F)cc1)NCC1CCCO1 (stereo not given),2%,0%,-8%,0,4,25%,0.0%,4,-4%,1,-8

# 3 entries out of the list, arranged by number of heavy atoms, falling:
SMILES,USP2a block,GALK inh,PKM2 activator,TRPV1 agonist,Giardia kill,Menin-MLL TR inh,B2AR arrestin,Coupling enz,MLL CXXC-DNA inh,KCNH2 3.1 inh,hERG WT inh
O=C(c1ccc(Cl)c(Cl)c1)N1CCN(Cc2ccc3c(c2)OCO3)CC1,3%,1%,5%,?,0,?,0.1%,-3,3%,-14,-9
COc1ccc(Cl)cc1C(=O)NNC(=O)c1[nH]c(C)c(C(C)=O)c1C,0%,·,·,·,2,·,-0.4%,·,·,0,10
COc1ccc(NC(=S)NC(=O)c2ccccc2)cn1,0%,7%,-5%,15,-11,-3%,0.0%,0,-10%,-8,16
